# Compound activity from PubChem.
# RBX1-CUL1 inh – inhibitors of human ROC1-CUL1 ubiquitin ligase activity; in vitro K48 di-Ub FRET, acceptor:donor ratio, 45 min; hit rate 0.6% among 140,000; AID 1347404; inhibition, % at 10 µM; in the data active means inhibition above about 25%
# Target sequence (P62877 whole entry, looked up): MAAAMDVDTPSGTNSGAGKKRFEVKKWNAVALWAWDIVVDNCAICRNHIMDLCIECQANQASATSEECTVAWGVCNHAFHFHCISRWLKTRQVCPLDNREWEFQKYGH
# Target sequence (Q13616 whole entry, looked up): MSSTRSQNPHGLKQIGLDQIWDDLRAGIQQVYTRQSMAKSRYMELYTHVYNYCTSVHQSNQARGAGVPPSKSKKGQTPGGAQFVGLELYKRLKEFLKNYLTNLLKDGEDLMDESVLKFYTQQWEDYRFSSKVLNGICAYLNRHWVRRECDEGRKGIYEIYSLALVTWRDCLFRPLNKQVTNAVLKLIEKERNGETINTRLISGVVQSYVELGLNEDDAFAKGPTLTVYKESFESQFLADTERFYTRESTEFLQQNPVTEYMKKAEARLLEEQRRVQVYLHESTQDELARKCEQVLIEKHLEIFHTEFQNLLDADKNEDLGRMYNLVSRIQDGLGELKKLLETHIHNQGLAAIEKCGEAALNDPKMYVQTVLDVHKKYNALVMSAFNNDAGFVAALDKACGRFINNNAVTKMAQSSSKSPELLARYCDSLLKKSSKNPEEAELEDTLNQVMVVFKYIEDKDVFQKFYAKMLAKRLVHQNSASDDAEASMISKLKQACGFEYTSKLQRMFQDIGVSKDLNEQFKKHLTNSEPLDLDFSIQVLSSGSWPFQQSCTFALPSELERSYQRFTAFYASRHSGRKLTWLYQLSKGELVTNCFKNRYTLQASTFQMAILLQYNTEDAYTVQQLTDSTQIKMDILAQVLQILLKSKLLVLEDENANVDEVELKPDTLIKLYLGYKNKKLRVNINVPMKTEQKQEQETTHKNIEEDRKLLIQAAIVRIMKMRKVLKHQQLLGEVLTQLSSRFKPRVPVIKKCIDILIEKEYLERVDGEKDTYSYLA
# * = called active by the depositor.
RBX1-CUL1 inh,SMILES
-4,CCCOC(=O)c1c(NC(=O)C(C)Oc2ccc(Cl)cc2Cl)sc2c1CCCC2 (configuration not stated)
1,CCCS(=O)(=O)N1CCC(C(=O)Nc2ccc(Br)cc2)CC1
2,Cc1ccc(NC(=O)c2ccc3c(c2)nnn3C)cc1
-6,Nc1ccc(C(=O)N(Cc2ccccc2)Cc2ccccc2)c(C(=O)O)c1
8,COc1ccc(C(=O)Nc2ccc3oc(-c4ccc(OC)cc4)nc3c2)cc1
11,COc1cc(-c2c(C(=O)O)nc3ccccc3c2C(=O)O)cc(OC)c1OC
4,O=C(Nc1ccc2oc(-c3ccccc3F)nc2c1)c1ccccc1I
-11,Cc1ccc(CS(=O)(=O)Nc2cccc(C)c2)cc1
-8,Cc1ccc(CSc2oc(-c3ccco3)nc2S(=O)(=O)c2ccc(C)cc2)cc1
-10,Cc1c(NC(=O)c2ccc(-c3cccc([N+](=O)[O-])c3)o2)cccc1-c1nc2cc(Cl)ccc2o1
4,COc1ccc(N(C(=O)Cc2ccccc2)S(=O)(=O)c2ccc(Cl)cc2)cc1
-18,CCOc1ccccc1NC(=O)Nc1ccc2nc(N3CCN(C)CC3)cc(C)c2c1
-7,O=C(Nc1nc2nc(-c3ccccc3)cc(=O)n2[nH]1)c1ccc(F)cc1
-3,O=C(c1ccncc1)N1CCc2cc(S(=O)(=O)N3CCOCC3)ccc21
-4,COc1cccc(Oc2nc(C)nc3sc4c(c23)CCCC4)c1
-5,CCn1cc(S(=O)(=O)c2cc(C)cc(C)c2)c(=O)c2cc(F)c(N3CCC(C)CC3)cc21
4,CC(C)(C)c1cc(OC(=O)c2ccccc2Br)ccc1O
-2,Cc1cccc(C2=N/C(=C\c3ccc(Br)s3)C(=O)O2)c1
-4,O=C1CCCCC1C=Nc1ccc(I)cc1 (configuration not stated)
5,Cc1noc(-c2ccc(NCc3cccc4[nH]ccc34)nc2)n1
-1,COCCCNC(=O)c1sc2cc(Cl)ccc2c1Cl
0,COc1ccc2cc(CNc3ccc(OC)c(OC)c3)c(=O)n(CC(=O)Nc3ccccc3F)c2c1
6,COc1cc(OC)c(OC)cc1/C=C1\C(=O)NC(=S)N(c2ccc(F)cc2)C1=O
4,COc1ccc(NC(=O)CC2C(=O)N(c3ccc(C)cc3)C(=O)N2C2CCCC2)cc1 (configuration not stated)
3,Oc1c(Cl)cc(Cl)cc1C1N(c2ccccc2)CCN1c1ccccc1
3,CCOC(=O)N1CCN(Cc2cc(CC)sc2NC(=O)c2ccccc2)CC1
0,Cc1nn(C(=O)c2ccc(Cn3cc(Br)cn3)cc2)c(C)c1Cl
-4,CCNc1nc(NCC)nc(C(=O)O)n1
7,COC(=O)c1ccccc1NC(=O)c1ccc(Cn2cc(Cl)cn2)o1
-9,O=C(/C=C/c1ccccc1)C1C(=O)C(=O)N(Cc2ccccc2)C1c1ccccc1Cl (configuration not stated)
2,CCOc1cc(C(=O)Nc2sc3c(c2C#N)CCC(C(C)(C)C)C3)cc(OCC)c1OCC (configuration not stated)
1,O=C(Cn1c(SCC(=O)Nc2ccc(F)cc2)nc2ccccc21)NCc1ccc(F)cc1
8,CN1C(=O)Nc2cccc3cccc1c23
-11,CNC(=O)c1cc2c(=O)n3ccccc3nc2n(C(C)C)c1=N
4,COc1ccc(CCNC(=O)COc2ccccc2Br)cc1OC
-2,Cc1cccc(C(=O)Nc2ccc3oc(-c4ccncc4)nc3c2)c1
45*,O=C1N=c2ccc([N+](=O)[O-])cc2=C1N=Nc1c(O)[nH]c2ccc([N+](=O)[O-])cc12
-1,Cc1cccc(NC(=O)C2CCN(S(=O)(=O)c3cccc4nsnc34)CC2)c1C
-1,O=C(Cc1ccccc1)Nc1ccc2oc(-c3ccc(F)cc3)nc2c1
-7,COc1ccc(CCNC2CC(=O)N(c3ccc(OC(F)(F)Cl)cc3)C2=O)cc1OC (configuration not stated)
-8,CN(Cc1ccc(Oc2ccccc2)cc1)C(=O)Cn1cc(NC(=O)CCC(=O)c2ccccc2)cn1
-2,Cc1cc(Br)cc(Br)c1OCC(N)=O
6,CCOc1ccccc1NC(=O)c1c(NC(=O)COc2ccccc2)sc2c1CCCCC2
-1,Cc1ccc2[nH]c3c(=O)n(CC(=O)N4CCN(c5ccccc5F)CC4)ncc3c2c1
3,CCOC(=O)c1cc(NCCOC2c3ccccc3CSc3sccc32)c2c(Cl)cc(Cl)cc2n1 (configuration not stated)
5,O=C(OC(c1ccccc1)c1ccccc1)c1cccc(Cl)c1
-1,CCOC(=O)c1sc2nc(-c3ccccn3)[nH]c(=O)c2c1C
-11,O=C(NNc1ccc([N+](=O)[O-])cc1)c1cccc2ccccc12
5,Cc1ccc(C(=O)NC2(C(F)(F)F)C(=O)N=C3C2C(=O)NC(=O)N3CCc2ccccc2)cc1 (configuration not stated)
-10,CCOC(=O)C(NC(=O)c1ccccc1F)(Nc1ccc(OC(F)(F)Cl)cc1)C(F)(F)F (configuration not stated)

# (continued)
RBX1-CUL1 inh,SMILES
-11,O=C(/C=C/c1ccc2c(c1)OCO2)c1ccc[nH]1
-11,O=C(Cn1c(NCCO)nc2ccccc21)c1ccccc1
0,Cn1c(Sc2ccccn2)cc(=O)n(C)c1=O
1,CCN1CCN(C(=O)Nc2ccc(OC)cc2OC)CC1
0,Cc1ccc(C)c(NC(=O)C2CCCN(c3nc4ccccc4s3)C2)c1 (configuration not stated)
-2,CCOC(=O)N1CCc2c(sc3nc(SCc4ccccc4)n(N)c(=O)c23)C1
6,CCC(=O)N1CCc2cc(S(=O)(=O)NC(Cc3ccccc3)C(=O)NCc3ccccc3OC)ccc21 (configuration not stated)
12,c1cnc2nc(N3CCOCC3)oc2c1
2,Cc1ccc(NC2(c3ccccc3)C(=O)c3ccccc3C2=O)cc1F
7,Cc1ccc(NC(=O)CN2CCN(CCN=CC3C(=O)CC(c4ccccc4)CC3=O)CC2)cc1 (configuration not stated)
-5,Cc1cccc(NC(=O)CC(=O)O)c1C
3,C=C(C)C(=O)Oc1ccc(N2C(=O)CCC2=O)cc1
-4,CN(C)c1ccc(CNC(=O)c2cccc(NC(=O)N3CCSc4ncccc43)c2)cc1
2,N#Cc1ccc(NC(=O)NC2CCCCC2)cc1
0,COc1ccc(C(=O)CSc2nnnn2-c2cc(C)ccc2C)cc1OC
-1,Cc1ccccc1Cc1nnc2sc(-c3cnn(-c4ccccc4)c3C)nn12
6,O=C(Oc1ccc(Br)cc1Br)c1ccco1
-2,COc1cc(C(=O)Nc2ccc(Cl)c(Cl)c2)ccc1OC(F)F
0,CCOc1ccc(NC(=O)c2ccc(-c3cccc(Cl)c3C)o2)cc1
-6,COc1ccc(C(=O)CC=Nc2ccc(F)cc2F)cc1OC
11,O=C(c1ccc(N2CCC(NCC3COc4ccccc4O3)CC2)cc1)N1CCOCC1 (configuration not stated)
-11,COc1cc(NS(=O)(=O)c2cc(Br)cc3c2N(C(=O)C2CC2)CC3)cc(OC)c1
-5,COc1ccc(C2Cc3ccccc3-c3ccccc32)cc1 (configuration not stated)
-1,COc1ccc(OC)c2c1C(=O)c1ccccc1-2
-5,Nc1nc(CN2CCN(c3ccccc3F)CC2)nc(N2CCOCC2)n1
-5,O=C(Nc1ccccc1OC(F)F)C12CC3CC(C1)CC(n1cncn1)(C3)C2
-7,COc1ccc(-c2noc(CCC(=O)N(C)c3ccccc3C)n2)cc1
-3,Cc1ccccc1Cn1nc(C)c(NC(=O)CC23CC4CC(C2)CC(c2c(C)noc2C)(C4)C3)c1C
6,CCOc1ccc(-c2cc(C(=O)NCc3ccccc3)c3c(-c4ccc(CC)cc4)[nH]nc3n2)cc1
3,Cc1ccc(Nc2nnc(C)c3ccccc23)c(C)c1
8,COc1ccc(/C=N/NC(=O)Cc2c(Cl)cccc2Cl)cc1COc1cccc2cccnc12
3,CCCn1cc(C(=O)N2CCOC(CCCC(C)C)C2)c(C)n1 (configuration not stated)
-3,CCOC(=O)c1c2c(n(CC(=O)c3ccc(Br)cc3)c1C)C(=O)C(=O)c1ccccc1-2
2,CN1CCN(c2nc3scc(-c4ccccc4)c3c(=O)[nH]2)CC1
-12,Cc1ccccc1C(=O)Nc1sc2c(c1C(=O)N1CCOCC1)CCCCC2
-3,CCOc1ccc(N2C(=O)C3C(C(=O)OC)=NN(C(C)=O)C3C2=O)cc1 (configuration not stated)
5,COc1ccc(N(Cc2ccc(F)cc2)S(C)(=O)=O)cc1
0,Cc1ccccc1CCC1CCCN(Cc2nccn2C)C1 (configuration not stated)
-2,CC1CCc2sc3nc(SCC(N)=O)n(-c4ccccc4)c(=O)c3c2C1 (configuration not stated)
9,O=C(COc1ccc2ccccc2c1)NN1C(=O)c2ccccc2C1=O
-1,C[C@H]1CC[C@]2(C)C3CC4C(CCC5C4CN4C[C@@H](C)CCC4[C@@]5(C)O)C3CC(=O)[C@H]2C1 (some centres not stated)
-1,Cc1cccc(N2CCN(C(=O)c3cnc4sc5c(n4c3=O)CCCC5)CC2)c1C
-2,CCc1cccc(C)c1NC(=O)C1CCCN1S(=O)(=O)c1cccc2nsnc12 (configuration not stated)
-12,Cc1ccccc1NC(=O)NCCCN1CCN(c2ccccc2F)CC1
0,O=C(Cn1nc(-c2ccccc2)c2cnc3ccc(F)cc3c21)NC1CCCC1
0,COc1cccc(C2c3c(n[nH]c3C)OC(=N)C2C#N)c1OCc1c(F)cccc1Cl (configuration not stated)
5,CCn1c(=O)c2c(nc3n(CC(C)C)c(C)cn23)n(C)c1=O
1,Cc1nnc(NC(=O)N2CCN(Cc3ccccc3C#N)CC2)s1
8,COc1cccc(CNC2CCN(c3ccc(C(=O)NC(C)c4ccccc4)cc3)CC2)c1OC (configuration not stated)
5,CC(C)CCNC(=O)Cn1nc(N2CCN(c3ccccc3)CC2)ccc1=O

# (cont.)
RBX1-CUL1 inh,SMILES
-5,NC1=NN=C2NN(c3ccc(Cl)cc3Cl)NC12 (configuration not stated)
-4,CCc1ccccc1NC(=O)Cc1ccc(NC(=O)N2CCCCc3ccccc32)cc1
-4,c1ccc(-c2cnc(N3CCCC3)nn2)cc1
9,CCc1cc2c(=O)[nH]cnc2s1
4,CC(C)=Cc1cc(=O)c2ccccc2o1
-1,Cc1ccc(F)cc1S(=O)(=O)N1CCCC(CNC(=O)c2cccnc2)C1 (configuration not stated)
1,C=CCNC(=O)C12CCC(C)(C(=O)C1Br)C2(C)C (configuration not stated)
6,COc1ccccc1OS(=O)(=O)c1ccc(Cl)cc1
5,Cc1cccc(CNC(=O)c2cnc3sc(N4CCCCCC4)nn3c2=O)c1
-6,S=c1[nH]nc(-c2ccccc2)n1/N=C/c1cc(Br)c(I)o1

# Quoted at random: 6 compounds from above.
RBX1-CUL1 inh,SMILES
-11,O=C(NNc1ccc([N+](=O)[O-])cc1)c1cccc2ccccc12
2,N#Cc1ccc(NC(=O)NC2CCCCC2)cc1
9,O=C(COc1ccc2ccccc2c1)NN1C(=O)c2ccccc2C1=O
-2,COc1cc(C(=O)Nc2ccc(Cl)c(Cl)c2)ccc1OC(F)F
0,COc1ccc(C(=O)CSc2nnnn2-c2cc(C)ccc2C)cc1OC
6,CCOc1ccccc1NC(=O)c1c(NC(=O)COc2ccccc2)sc2c1CCCCC2

# Later entries.
RBX1-CUL1 inh,SMILES
2,Cc1cc(CNCC2(O)CCCN(Cc3ccc(F)cc3)C2=O)no1 (configuration not stated)
0,CC(C)NCC1(O)CCCN(Cc2cccc(F)c2F)C1=O (configuration not stated)
-3,CCn1c(=O)cc(OCC(=O)N2CCN(c3ccc(C(C)=O)cc3)CC2)c2ccccc21
16,O=C(Nc1cccc(C(F)(F)F)c1)c1cc2ccc3cccnc3c2[nH]1
0,CC(C)(C)NC(=O)CCSc1nc(-c2ccc3c(c2)OCO3)cc(C(F)(F)F)n1
6,Cc1ccccc1OCC(=O)N1CCOCC1
-3,Clc1ccc(-c2csc(N3CCN(c4ccc(Cl)cc4)CC3)n2)cc1
-4,Cc1ccc(-c2ccc(=O)n(Cc3cc(C)ccc3C)n2)cc1
6,Cc1ccc(C2c3c(-c4ccccc4)nn(-c4ccccc4)c3OC(=N)C2C#N)cc1 (configuration not stated)
4,CCOC(=O)c1c(Nc2ccc(F)cc2)nnc(-c2ccccc2)c1-c1ccccc1
-10,C=CCn1c(=S)[nH]c2scc(-c3ccccc3Cl)c2c1=O
0,C=C(C)Cn1c(SC)nc2sc3c(c2c1=O)CCc1ccccc1-3
2,O=C(NC1CCCC1)c1cccc(S(=O)(=O)NC2CCCC2)c1
0,CCN(Cc1nc(-c2ccc(OC)c(OC)c2)no1)S(=O)(=O)c1ccc(OC)cc1
4,CCC(=O)NC(=S)Nc1cc(OC)ccc1OC
11,O=C(CN1CCCCC1)N1Cc2ccccc2CCc2ccccc21
-11,COc1ccccc1NC(=O)c1nn(C)c2c1CS(=O)(=O)c1ccccc1-2
6,O=C(c1nn2c(C(F)(F)F)cc(-c3ccc(Cl)cc3)nc2c1Cl)N1CCN(Cc2ccccc2)CC1
11,Cc1cn2c3c(=O)[nH]c(=O)n(C)c3nc2n1C
1,CSc1nc(Cl)cc(Oc2ccc3c(c2)CC(=O)C=C3C)n1
9,O=S(=O)(Nc1ccc(O)cc1)c1cccc2ccccc12
1,COC(=O)c1cc2oc3ccccc3c2n1Cc1nc(-c2ccc(OC)cc2)oc1C
-2,Cc1nc(Nc2ccc3c(c2)OCCO3)c2cnn(CCc3ccccc3)c2n1
-2,O=C1c2cccc3c(Cl)ccc(c23)C(=O)N1Cc1ccc(Cl)cc1
-6,CC(C)(C)NC(=O)NCCC12CC3CC(CC(C3)C1)C2
-5,CCCCC(=O)Nc1nnc(S(=O)(=O)N(CC)c2cc(C)cc(C)c2)s1
1,COc1ccccc1NC(=O)C1C(C)=Nc2nc3ccccc3n2C1c1ccccc1Cl (configuration not stated)
1,COc1ccc(NC(=O)c2cccc(Cl)c2)cc1OC

# Some of the entries above, reformatted.
> COc1ccc(NC(=O)c2cccc(Cl)c2)cc1OC
  RBX1-CUL1 inh: 1

> O=C1c2cccc3c(Cl)ccc(c23)C(=O)N1Cc1ccc(Cl)cc1
  RBX1-CUL1 inh: -2

> COC(=O)c1cc2oc3ccccc3c2n1Cc1nc(-c2ccc(OC)cc2)oc1C
  RBX1-CUL1 inh: 1

> COc1ccccc1NC(=O)C1C(C)=Nc2nc3ccccc3n2C1c1ccccc1Cl (configuration not stated)
  RBX1-CUL1 inh: 1

# These rows are one share of the data; the hit share may differ from the screen's.
